Bioassay records (PubChem BioAssay)
MgcRacGAP inhibition = MgcRacGAP GTPase-activating activity inhibitors, confirmation, biochemical, ADP Hunter fluorescence; 340,000 compounds, 0.6% hits; MgcRacGAP-stimulated Rac1 GTP hydrolysis, ADP Hunter fluorescence; higher % means a stronger effect; GST-tagged Rac1 F28L mutant substrate; AID 624330; inhibition, % at 30 µM; hits with a dose series show IC50 in µM;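 active = first-screen hits whose inhibition reached a set limit at any dose in the follow-up dose series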;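 also: fluorescence reports GDP produced by GAP-driven GTP hydrolysis; strong numbers were not always called active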
GPR35 arrestin U2OS = GPR35 antagonists blocking zaprinast-driven arrestin recruitment, primary screen, imaging, U2OS, beta-arrestin-GFP, zaprinast agonist (AID 2058); U2OS GPR35 beta-arrestin-GFP translocation imaging, zaprinast antagonism; higher % means a stronger effect; inhibition, % at 10 µM, or IC50 in µM where a hit was titrated; 290,000 compounds, 0.052% hits;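 active = inhibition of at least 50% with at least 30 cells and total cytoplasm GFP at most 10,000,000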
Yfh1-off respiration = mitochondrial function rescue without frataxin homolog – Friedreich's ataxia, plus single-dose screen, dose response (AID 1465) | one-dose fold induction at 50 µM; EC50 in µM for titrated hits | 220,000 compounds, 0.074% hits | S. cerevisiae Yfh1-off respiration, WST-1 reduction, 72 h; higher fold induction means a stronger effect;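 active = fold induction of absorbance versus untreated yeast above a set limit, then at least 30% activation at any dose in follow-up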;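 also: activators that raise dye reduction in frataxin-depleted yeast; strong numbers were not always called active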
SV40 large T antigen = TAg ATPase/helicase activity blockers – biochemical (AID 1903) | inhibition, % at 20 µM, or IC50 in µM where a hit was titrated | SV40 large T antigen ATPase/helicase inhibition assay; higher % means a stronger effect | 310,000 compounds, 0.39% hits; in the data active = a potency from the dose series; also: strong numbers were not always called active
GPR55 antagonists = inhibition of LPI-stimulated GPR55 beta-arrestin translocation – imaging, U2OS, beta-arrestin-GFP, LPI agonist, primary screen (AID 2013); U2OS GPR55 beta-arrestin-GFP translocation imaging, LPI antagonism; higher % means a stronger effect; inhibition, % at 10 µM, or IC50 in µM where a hit was titrated; 290,000 compounds, 0.13% hits;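 active = spots per cell inhibited over 60%, with over 100 cells counted and total cytoplasm intensity under 500,000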;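 also: U2OS cells stably carrying GPR55 and arrestin-GFP stimulated by 5 µM LPI near EC80; imaged beta-arrestin-GFP aggregate spots per cell after agonist stimulation; plate controls were LPI-stimulated DMSO wells for no effect and DMSO wells without LPI for full effect; some results filed as inactive read as strong as hits; confirmed hits need IC50 under 10 µM and bright autofluorescent wells are also inconclusive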
AID2073 = inhibitors of Mint1-CaV2.2 protein interaction, biochemical, HTRF (AID 2073) | 290,000 compounds, 0.19% hits | HTRF protein-protein interaction, Mint1-CaV2.2; higher % means a stronger effect | inhibition, % at 20 µM, or IC50 in µM where a hit was titrated; in the data active = inhibition mostly above about 51%, no sharp cut-off; also: some results filed as inactive read as strong as hits
Dengue-2 NS5 capping = flavivirus cap methylation enzyme inhibition – biochemical, confirmation dose response, primary screen (AID 588689) | Dengue-2 NS5 methyltransferase capping enzyme assay, biochemical; higher % means a stronger effect | 340,000 compounds, 0.3% hits | inhibition, % at 25 µM, or IC50 in µM where a hit was titrated; in the data active = a potency from the dose series
GPR55 activation = selective activators of receptor GPR55 – imaging, U2OS cells, beta-arrestin-GFP redistribution, primary screen (AID 1961); U2OS GPR55 beta-arrestin-GFP redistribution imaging; higher % means a stronger effect; activation, % at 10 µM, or EC50 in µM where a hit was titrated; 290,000 compounds, 0.048% hits;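 active = activation above 40% with more than 50 cells counted in the well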;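 also: U2OS osteosarcoma cells stably expressing GPR55 and beta-arrestin-GFP; plate controls were DMSO negative control for no effect and LPI positive control for full effect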
NTR1 ag = NTR1-driven beta-arrestin-GFP spot formation – imaging, U2OS cells, high content, primary screen (AID 493036). P30989. agonist mode. activation, % at 20 µM. 330,000 compounds, 0.17% hits;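 active = activation at or above 40% of the spot to cytoplasm intensity ratio, with at least 20 cells analyzed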;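 also: 0% = DMSO without peptide and 100% = 100 nM NTR1 peptide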
Target sequence (P30989 whole entry, looked up): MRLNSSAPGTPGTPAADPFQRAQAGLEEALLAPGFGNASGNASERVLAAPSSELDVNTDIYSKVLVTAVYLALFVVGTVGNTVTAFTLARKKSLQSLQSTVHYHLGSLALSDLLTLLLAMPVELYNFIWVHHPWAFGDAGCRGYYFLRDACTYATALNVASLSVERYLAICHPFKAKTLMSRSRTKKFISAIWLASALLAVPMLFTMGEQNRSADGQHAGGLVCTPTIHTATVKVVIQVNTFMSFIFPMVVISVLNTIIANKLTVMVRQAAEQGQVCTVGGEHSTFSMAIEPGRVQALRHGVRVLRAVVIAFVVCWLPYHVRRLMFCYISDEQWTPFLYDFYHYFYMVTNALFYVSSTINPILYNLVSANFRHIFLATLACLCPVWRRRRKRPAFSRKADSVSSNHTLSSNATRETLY
NTR1 ag cell count 20 µM = recorded beside NTR1 ag, whose call it bears; cell count; measured here: cell count, cytotoxicity flag
Dengue-2 NS5 capping pilot replicate = second read-out of Dengue-2 NS5 capping, no call of its own (marks repeat the call); inhibition, %; measured here: pilot screen replicate inhibition
* hit, by the source's call; i = inactive; . = not tested or not shown.

SMILES | MgcRacGAP inhibition | GPR35 arrestin U2OS | Yfh1-off respiration | SV40 large T antigen | GPR55 antagonists | AID2073 | Dengue-2 NS5 capping | GPR55 activation | NTR1 ag | NTR1 ag cell count 20 µM | others
O=C(CSc1nnc(NC(=O)C2CC(=O)N(c3ccccc3)C2)s1)NC1CCCC1 (stereo unspecified) | 8% | -7% | . | 7% | -5% | 32% | -1% | -0.1% | 0.1 | 58
Nc1nc2c(s1)C(=O)CC(c1ccccc1)C2 (stereo unspecified) | 11% | 8% | i | 14% | 6% | -5% | -2% | -0.1% | 0.1 | 39
O=C(COC(=O)CSc1ccc2ccccc2c1)NCc1ccc2c(c1)OCO2 | 13% | -6% | i | 6% | 14% | 6% | -4% | -0.4% | -0.1 | 50
CCOc1cc(N2CCOCC2)c(OCC)cc1NC(=O)Cc1ccccc1OC | 2% | 15% | i | 14% | 6% | -20% | 13% | -2.0% | 1.8 | 98
CCCCN(C(=O)CSc1nnnn1-c1ccccc1OC)C1CCS(=O)(=O)C1 (stereo unspecified) | 2% | . | . | 6% | . | . | -1% | . | 0.4 | 49
O=C(NCc1ccc(Cl)cc1)c1csc(-c2cccnc2)n1 | 6% | -18% | i | 8% | 3% | -5% | -14% | -0.2% | 1.1 | 46
CCNC(=O)NNC(=O)C1CC(c2cccs2)=NO1 (stereo unspecified) | -13% | -4% | i | 7% | 3% | -3% | -1% | -0.1% | -1.0 | 38
COc1ccc(OC)c(-n2cnnn2)c1 | 8% | -1% | i | -3% | 5% | -2% | -10% | 0.3% | -1.1 | 86
CC1CCN(C2CC(=O)N(c3ccc(Br)cc3Br)C2=O)CC1 (stereo unspecified) | 2% | -14% | i | 10% | 12% | -3% | 1% | -0.1% | 1.9 | 75
CCC(=O)Nc1c(-c2ccc3ccccc3c2)nc2ccccn12 | -4% | 1% | . | 9% | 8% | 12% | -2% | 0.0% | -1.2 | 94
CCOC(=O)c1cc2c(=O)n3ccccc3nc2n(CC2CCCO2)c1=NC(=O)/C=C/c1ccccc1 (stereo unspecified) | 5% | -7% | i | 15% | 4% | 9% | 7% | 0.7% | 10 | 65
COc1ccccc1Cc1nc(-c2cccnc2)no1 | 0% | 9% | i | -1% | 2% | 16% | 7% | -0.1% | 0.4 | 46
CC(C)(C)NC(=O)CSc1nnc(-c2ccco2)n1Cc1ccco1 | 8% | -16% | i | -2% | 11% | -4% | -5% | -0.1% | -1.2 | 80
O=Cc1c[nH]c2ccc(C(=O)c3ccccc3)cc12 | 15% | 19% | . | 0% | -2% | 11% | -9% | -0.2% | 2.7 | 60
O=C(OC(C(=O)Nc1cc(Cl)cc(Cl)c1)c1ccccc1)C1=COCCO1 (stereo unspecified) | 2% | 2% | i | 4% | 18% | -1% | -9% | 0.1% | 2.9 | 67
O=C(NC(C(=O)N/N=C/c1cccc2ccccc12)c1n[nH]c(=O)c2ccccc12)c1ccccc1 (stereo unspecified) | 4% | 8% | i | 4% | 4% | -1% | 1% | -0.2% | 7.2 | 52
CN(C(=O)COC(=O)C1=COCCO1)c1c(N)n(Cc2ccccc2)c(=O)[nH]c1=O | 17% | . | . | 8% | . | . | 1% | . | -0.6 | 73
Cc1cc(=O)oc2n[nH]c(-c3ccccc3)c12 | 12% | 4% | . | 13% | 10% | 7% | -3% | 0.0% | -0.6 | 40
CC(NC(=O)Cc1ccc(F)cc1)c1ccc(F)cc1 (stereo unspecified) | 6% | -7% | i | 11% | 10% | 4% | -2% | 0.3% | -1.5 | 80
O=C(CNC(=S)N(CCCN1CCOCC1)Cc1cccs1)NCCCN1CCOCC1 | -2% | 0% | i | 9% | 15% | -24% | 3% | -0.2% | 1.3 | 59
Cc1ccc(NC(=O)COc2ccc3c(c2)CCC3)nc1 | 3% | . | . | 6% | . | . | -10% | . | 0.2 | 53
O=C(OCCN1CCN(C2=NS(=O)(=O)c3ccccc32)CC1)c1ccccc1F | 4% | 2% | . | 4% | 17% | 0% | -6% | -0.1% | -0.2 | 58
COC(=O)Nc1ccc(S(=O)(=O)Nc2ccc(C(=O)O)cc2)cc1 | 5% | 0% | i | -2% | -8% | 8% | -6% | 0.0% | -0.6 | 28
CCCCOC(=O)C1=C(C)Nc2ncnn2C1c1ccc(OC)c(OC)c1 (stereo unspecified) | 4% | 4% | i | -3% | 13% | 1% | -11% | 0.0% | -0.3 | 78 | Dengue-2 NS5 capping pilot replicate=-6.5
CCOC(=O)N1CCN(C(=O)CSc2ccc(-c3ccc(OC)cc3)nn2)CC1 | 11% | -11% | i | 15% | 0% | 7% | -5% | 0.3% | 3.8 | 57

Random excerpt: 3 records from the list.
SMILES | MgcRacGAP inhibition | GPR35 arrestin U2OS | Yfh1-off respiration | SV40 large T antigen | GPR55 antagonists | AID2073 | Dengue-2 NS5 capping | GPR55 activation | NTR1 ag | NTR1 ag cell count 20 µM | others
CCOC(=O)c1cc2c(=O)n3ccccc3nc2n(CC2CCCO2)c1=NC(=O)/C=C/c1ccccc1 (stereo unspecified) | 5% | -7% | i | 15% | 4% | 9% | 7% | 0.7% | 10 | 65
O=C(OCCN1CCN(C2=NS(=O)(=O)c3ccccc32)CC1)c1ccccc1F | 4% | 2% | . | 4% | 17% | 0% | -6% | -0.1% | -0.2 | 58
Nc1nc2c(s1)C(=O)CC(c1ccccc1)C2 (stereo unspecified) | 11% | 8% | i | 14% | 6% | -5% | -2% | -0.1% | 0.1 | 39

Additional structures follow:
SMILES | MgcRacGAP inhibition | GPR35 arrestin U2OS | Yfh1-off respiration | SV40 large T antigen | GPR55 antagonists | AID2073 | Dengue-2 NS5 capping | GPR55 activation | NTR1 ag | NTR1 ag cell count 20 µM | others
Cc1cccc(CCNC(=O)C2CCN(S(=O)(=O)c3c(C)noc3C)CC2)c1 | 5% | 2% | i | -1% | 3% | 2% | -8% | 0.0% | -0.3 | 52
COc1ccc(C2=[N+]([O-])C(C)(C)C(c3ccccc3)=N2)cc1 | 11% | 10% | i | 11% | 6% | 5% | -7% | -0.3% | 0.2 | 27
C=CCn1c(C(CCCC)CC(O)COCC(C)C)n[nH]c1=S (stereo unspecified) | 16% | 7% | i | 0% | -12% | -13% | -1% | -0.1% | -0.6 | 85
CCc1ccc(Oc2nc([N+](=O)[O-])nn2C)cc1 | 7% | 3% | i | 10% | 5% | 7% | -1% | -0.2% | 0.9 | 65
Cc1cc(C)cc(NC(=S)NCc2ccc3c(c2)OCO3)c1 | -2% | . | i | . | . | . | -4% | . | -4.0 | 56
CC(=O)c1c(C)n([O-])c2ccc(C)cc2[n+]1=O | -6% | 2% | i | 9% | 6% | 3% | -2% | -0.6% | -0.7 | 83
CC(=O)c1cccc(NC(=O)N2CCCC(C(=O)c3cc(F)ccc3F)C2)c1 (stereo unspecified) | 2% | -12% | i | . | -9% | 1% | 4% | -0.1% | -0.3 | 89
CCOC(=O)c1cc2nc(-c3ccco3)cc(C(F)(F)F)n2n1 | 10% | 8% | i | 9% | -7% | 13% | 8% | 0.0% | 1.2 | 39
Cc1cccc(NC(=O)c2ccc(COc3ccccc3[N+](=O)[O-])o2)n1 | 4% | 2% | . | 12% | 3% | 9% | -2% | -0.3% | -1.6 | 109
Cc1ccc(OCC(=O)n2nc(C)cc2C)c(C)c1 | 8% | 12% | i | 3% | 3% | -6% | -8% | 0.0% | -0.9 | 57
CCOC(=O)Cc1csc(NC(=O)c2ccc(S(=O)(=O)N3CCOCC3)cc2)n1 | 7% | 5% | i | 7% | -5% | 1% | -11% | -0.2% | -1.3 | 48
CC(C)(C)c1cc(Br)c(O)c(N=Nc2ccc(S(=O)(=O)N3CCOCC3)cc2)c1 | 3% | 1% | i | 5% | -4% | 27% | -8% | 0.1% | 4.6 | 29
O=C(NNC(=O)c1cc(-c2ccc(Cl)c(Cl)c2)nc2ccccc12)Nc1ccccc1 | 4% | -13% | . | 6% | 27% | 0% | -1% | -0.1% | 2.2 | 39
Cc1ccc2nc(NNC(=O)c3ccc4c(c3)OCCO4)sc2c1 | 13% | -10% | . | 14% | 17% | 53% | -8% | -0.3% | -2.3 | 101
Cc1ccc(Sc2c(C)[nH]n(C(C)(C)C)c2=O)cc1 | 7% | 10% | i | 8% | 17% | -13% | -5% | -0.1% | -1.0 | 79 | Dengue-2 NS5 capping pilot replicate=2.6
O=C(CC1=NCCNC(c2ccccc2)C1)c1ccccc1O (stereo unspecified) | 7% | -3% | . | 8% | -17% | 32% | -3% | -0.1% | -0.5 | 39
CCOc1ccc(NC(=S)NCCCn2ccnc2)cc1 | 6% | 18% | i | 7% | 1% | -5% | -6% | 0.0% | 0.8 | 67
CCOc1cc(/C=C2\C(=N)N3N=C(N4CCCCC4)SC3=NC2=O)ccc1OC(=O)c1ccco1 | 13% | 4% | . | 37% | -3% | 10% | 23% | 0.0% | 2.5 | 66
COCCCn1c(=N)c(C(=O)NCC2CCCO2)cc2c(=O)n3ccccc3nc21 (stereo unspecified) | 5% | 9% | i | 9% | -6% | 21% | -4% | -0.2% | -3.0 | 92
CCCOc1ncnc2c1[nH]c1ccccc12 | 10% | 7% | . | 17% | 4% | 6% | -1% | 0.0% | 0.1 | 68 | Dengue-2 NS5 capping pilot replicate=-6.1
COc1cccc(COc2ccc3c(C)cc(=O)oc3c2)c1 | 7% | 11% | . | 7% | -10% | 14% | -12% | 0.0% | 0.7 | 83
CCOC(=O)c1ccc(NC(=O)c2nn(CC)cc2Br)cc1 | -9% | 17% | i | -8% | -2% | 2% | 0% | -0.1% | 1.5 | 51
O=C1Nc2ccc(Cl)cc2/C1=C/C1CC=CCC1 (stereo unspecified) | 5% | -8% | i | 1% | 10% | 2% | -12% | 0.2% | 19 | 82
CCN(CCCNC(=O)Cn1ncc2c([nH]c3ccc(C)cc32)c1=O)c1cccc(C)c1 | 1% | -5% | . | 3% | -14% | 40% | -16% | -0.2% | -1.0 | 71
CC(=O)c1ccc(C(=O)N2CCCC(C(=O)c3ccc(Cl)cc3)C2)s1 (stereo unspecified) | 8% | -2% | . | 9% | 8% | 0% | -1% | 0.0% | 1.4 | 54
CN(C(=O)COC(=O)c1cc(-c2ccccc2Cl)nc2ccccc12)C1CCS(=O)(=O)C1 (stereo unspecified) | 8% | 4% | i | -9% | -8% | 6% | -4% | -0.2% | -0.8 | 64
CC(=O)Cn1c(C(F)(F)F)nc2ccccc21 | 12% | 6% | i | 2% | -2% | -2% | -5% | -0.1% | 0.9 | 37
CCOC(=O)c1ccc2[nH]c3ccccc3c2c1 | 9% | 0% | i | 3% | 4% | 24% | -6% | 0.9% | 2.9 | 84
COc1cc(NC(=O)CCC(=O)OCCCC(F)(F)C(F)(F)F)nc(OC)n1 | 2% | -6% | i | 0% | 5% | -1% | -4% | 0.5% | 1.3 | 45
CCC(C)(C)NC(=O)c1ccc2c(c1)S(=O)(=O)c1ccccc1C2=O | 9% | 0% | i | 13% | 10% | -18% | -2% | 1.2% | -5.5 | 82
